# Akt phos inh = HTS Assay for Inhibitors of Akt Phophorylation: Primary Screen. Neuro2A IGF-stimulated pAkt S473 HTRF, 20 min; hits give low values. activity change, % for hits at 50 µM. 360,000 compounds, 0.32% hits. AID 651550, 2012; in the data active = activity change below about -80%; inconclusive = mostly about -51% to -80%; note: % is set by controls: 0 for no effect and ±100 for the full control effect
#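 Single-point screen (50 µM final compound) in Neuro2A cells stimulated 20 min with 6 nM IGF at 37 deg C. After lysis, Ser473-phosphorylated Akt read by HTRF (ex 330 nm, em 615/665 nm) as the 665/615 ratio.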
# TGFb inhibitor = qHTS for Inhibitors of TGF-b. Potency, µM (highest dose often 46.1 µM), for the others: at the highest dose activity, negative = inhibition, usual class: inhibitors. HepG2 CAGA-GFP TGF-b/SMAD3 reporter, GFP fluorescence, 18 h; TGF-beta stimulated, 500 pg/mL final. 410,000 compounds, 1.2% hits; note: potency is the fitted concentration of half-maximal effect; % is set by controls: 0 for no effect and ±100 for the full control effect; nearly all actives have a fitted effect of over 65% in size
#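 TGF-beta reporter screen: HEPG2 CAGA-GFP, 1% FBS, 500 pg/mL TGF-beta final, 18 h; per-cell GFP summed per well; curves fitted and categorized by class.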
# A549 tox = Nrf2 qHTS screen for inhibitors: counterscreen for cytotoxicity | A549 ARE-Fluc cells, CellTiter-Fluor viability, 18-24 h | Potency, µM (top dose mostly 46 µM), for inactives: top-dose activity change, negative = cytotoxicity, usual class: inhibitors | 390,000 compounds, 0.16% hits | AID 504648, 2011; note: potency is the fitted concentration of half-maximal effect; % is set by controls: 0 for no effect and ±100 for the full control effect
#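 A549 ARE_Fluc cells in 5% FBS OPTI-MEM were exposed to compounds in concentration-response for 18-24 h at 37 deg C. Viability was read by CellTiter-Fluor fluorescence (Ex 405/Em 525) after 30 min, before the luciferase read.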
# MmCpn inh = Inhibitors of TCP-1 ring complex (TRiC) of Methanococcus maripaludis (MmCpn): qHTS; purified Mm-Cpn ATPase, ADP Transcreener TR-FRET; 330,000 compounds, 0.031% hits; Potency, µM (top dose mostly 76.9 µM), inactives show at the highest dose activity, negative = inhibition, hits mostly inhibitors; note: potency is the fitted concentration of half-maximal effect; % is set by controls: 0 for no effect and ±100 for the full control effect; nearly all actives have a fitted effect of over 80% in size
#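 Reaction buffer contained 30 mM Tris pH 7.4, 100 mM KCl, 5 mM MgCl2 and 1 mM DTT. Mm-CPN (25 nM final) hydrolysed 10 uM ATP over 30 min at 37°C; ADP was read by HTRF.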
# ATXN viability = Viability Counterscreen for Primary qHTS for Inhibitors of ATXN expression. S2 cells (HEK-293 line with an ATXN2-luciferase reporter) viability, CellTiter-Fluor protease fluorescence, 24 h. Potency, µM (series often up to 56.7 µM), actives largely listed as cytotoxic. 400,000 compounds, 0.49% hits; note: potency is the fitted concentration of half-maximal effect; nearly all actives have a fitted effect of over 40% in size
# Nrf2 ARE act = qHTS of Nrf2 Activators | AREc32 ARE-luciferase reporter (MCF7-derived line), luminescence, 24 h | Potency, µM (doses to about 46.1 µM), for the others: at the top dose activation, hits mostly activators | 410,000 compounds, 0.31% hits; note: potency is the fitted concentration of half-maximal effect; % of control where 0% means no effect; nearly all actives have a fitted effect of over 65% in size
#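 Nrf2 activation is followed as ARE-luciferase induction in the AREc32 line after one day of compound treatment; luminescence is read with Steady-Glo.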
# CCT chaperon mod = High-Throughput Screening for Modulators of Cytosolic Chaperonin Activity | activity change, % (concentration not given with the values), hits read low | purified chaperonin ATPase assay, HTRF ADP detection, 30 min | 360,000 compounds, 0.3% hits; in the data active = activity change below about -30%; note: % is set by controls: 0 for no effect and ±100 for the full control effect
#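 TRiC (40 or 20 nM final, by batch activity) in 30 mM Tris pH 7.4, 100 mM KCl, 5 mM MgCl2, 1 mM DTT was treated with compound at 76 uM single dose, then 10 uM ATP, 30 min at 37 °C. ADP was read by HTRF Transcreener.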
# Nrf2 block = Nrf2 qHTS screen for inhibitors; A549 ARE-Fluc reporter, luciferase luminescence, 18-24 h; Potency, µM (highest dose often 46 µM), inactives show top-dose activity change, negative = inhibition, most hits filed as inhibitors; 360,000 compounds, 2.1% hits; note: potency is the fitted concentration of half-maximal effect; % is set by controls: 0 for no effect and ±100 for the full control effect; nearly all actives have a fitted effect of over 60% in size
#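 Two sequential reads on A549 ARE_Fluc cells exposed to compound for 18-24 h: a CellTiter-Fluor fluorescence read for viability, then a luciferase luminescence read for Nrf2/ARE activity.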
# HepG2 viability = qHTS for Inhibitors of TGF-b: Cytotox Counterscreen. 410,000 compounds, 0.76% hits. AID 588856, 2011. HepG2 CAGA-GFP viability, ATP luminescence, 18 h. Potency, µM (top dose mostly 46.1 µM), inactives show at the highest dose activity change, negative = cytotoxicity, actives largely listed as cytotoxic; note: potency is the fitted concentration of half-maximal effect; some results filed as inactive show a strong effect at the top dose
#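 CellTiter-Glo luminescence gave cytotoxicity after 18 hours at 37 degrees C. The cells were HepG2 CAGA-GFP in 1% FBS DMEM, stimulated with 500 pg/mL TGF-beta after compound addition. %Activity was normalised to no-cell wells (complete cell-killing) and DMSO (no toxicity), and curves were fitted and classified.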
# * marks the source's active call; other numbers are inactive results; i = inactive; ? = inconclusive; . = no result given; [ ] = remark or other dose. Unless noted, calls come from the whole dose curve; as a rule, active = well fitted curve in the direction sought with a large enough effect; inconclusive = small, poorly fitted or top-dose-only effect, or another doubt; inactive = no such curve, though single readings can be large; an effect the other way counts as inactive or inconclusive. Rows are unselected; overall some 4.4% were active at least once.
SMILES	Akt phos inh	TGFb inhibitor	A549 tox	MmCpn inh	ATXN viability	Nrf2 ARE act	CCT chaperon mod	Nrf2 block	HepG2 viability
Cc1ccc(-n2ncc(C#N)c2N)cc1	i	10%	1%	1%	i	-0.3%	-0.6	2%	-11%
O=C1CCCc2cc(S(=O)(=O)N3CCC(C(=O)NCc4ccccc4)CC3)ccc2N1	i	-8%	0%	2%	i	0.2%	0.0	-22%	-20%
O=C(Nc1nccs1)c1cccc(N2C(=O)C3C4C=CC(C4)C3C2=O)c1 (stereo unspecified)	i	0%	-12%	1%	i	-0.3%	1.5	15%	-2%
COc1ccc(N(CC(=O)NCc2cccc(OC)c2)S(=O)(=O)c2c(C)noc2C)cc1	i	2%	0%	-2%	i	-0.5%	1.3	7%	4%
COc1cc2nc(N3CCN(C(=O)OCc4ccccc4)[C@H](C(=O)NC(C)(C)C)C3)nc(N)c2cc1OC	i	4%	?	0%	?	12%	-0.3	-14%	-43%
CC1CC(C)(C)CC2(C1)NC(=O)N(CC(=O)Nc1c(F)cccc1F)C2=O (stereo unspecified)	i	-5%	-1%	5%	i	-0.4%	0.0	4%	-6%
CCCCOCCCNC(=O)C[C@@H]1C[C@@]2(C(=O)OCC)CCC=C2N(Cc2ccc3c(c2)OCO3)C1=O	i	.	.	.	i	0.5%	-0.6	.	.
CCOc1ccc(NC(=O)CN(C)C(=O)CSC(C)C(=O)Nc2cc(C)on2)cc1OCC (stereo unspecified)	i	-6%	-2%	-18%	?	0.0%	-1.7	-3%	1%

# Continuation:
SMILES	Akt phos inh	TGFb inhibitor	A549 tox	MmCpn inh	ATXN viability	Nrf2 ARE act	CCT chaperon mod	Nrf2 block	HepG2 viability
COc1ccc(C(=O)Nc2nc(-c3ccc([N+](=O)[O-])cc3)c(-c3ccccc3)s2)cc1	i	4%	-29%	.	i	0.0%	-0.6	13µM*	-2%
COc1cccc(CN(C)CC(=O)Nc2c(C)cccc2C(C)C)c1	i	-2%	-4%	-4%	i	0.0%	-2.1	?	-18%
COc1ccc(-c2nn(-c3ccccc3)cc2C(=O)Nc2nc(CC(C)=O)ns2)cc1	i	?	-1%	-25%	i	2.5%	-3.2	?	0%
NNC(=O)c1cc(C23CC4CC(CC(C4)C2)C3)[nH]n1	i	9%	1%	0%	i	-0.3%[9.22 µM]	1.3	5%	-3%
COc1cccc(/C=N/NC(=O)CNC(=O)c2cccs2)c1O	i	-19%	-5%	1%	i	-0.1%	-2.0	-29%	0%
CC(C)(C)NS(=O)(=O)c1ccc(CCC(=O)Nc2ccc3c(c2)OCCO3)cc1	i	-10%	-1%	2%	i	-0.8%	-1.3	-8%	-5%
Oc1cccnc1CN1CCOCC1	i	2%	1%	.	i	0.1%	-5.8	12%	-4%
CCCCNc1ncnc2c1cnn2-c1ccc(Cl)cc1	i	?	1%	-7%	?	-1.4%	-2.2	?	-4%

# The listing continues:
SMILES	Akt phos inh	TGFb inhibitor	A549 tox	MmCpn inh	ATXN viability	Nrf2 ARE act	CCT chaperon mod	Nrf2 block	HepG2 viability
CCC(=O)Nc1ccc(N2CCN(Cc3ccccc3)CC2)cc1	i	0%	4%	0%	i	2.8%	-1.2	1%	-11%
O=C(Nc1ccc2nc(-c3cccs3)c(-c3cccs3)nc2c1)N1CCOCC1	i	33%	?	-7%	i	0.0%	-1.2	?	-10%
O=C(N/N=C/c1ccc([N+](=O)[O-])o1)c1cn(-c2ccccc2)nc1-c1ccc(F)cc1	i	2%	2%	-3%	?	5.1%	-6.2	7%	-18%
COC(=O)C(C)Sc1nc2c(c(=O)n1-c1ccccc1)SCC2 (stereo unspecified)	i	-13%	-12%	0%	i	-0.5%	-1.9	3%	-9%
O=S(=O)(c1ccc(Cl)cc1)n1ccc(-c2cccc(OCc3c(F)cccc3Cl)c2)n1	i	-23%	-1%	1%	i	-0.5%	-1.2	?	-1%
CC(=O)NC1CCCC(NC(C)=O)C1 (stereo unspecified)	i	-1%	-6%	.	i	0.0%	-1.5	7%	-12%
Cc1ccc(C)c(OCC(=O)Nc2ccc(S(=O)(=O)Nc3onc(C)c3C)cc2)c1C	.	-17%	0%	.	i	-0.1%	.	-12%	-15%
CC(C)CC(NC(=O)c1ccccc1)C(=O)OCC(=O)Nc1ccc(Br)cn1 (stereo unspecified)	i	9%	-4%	-1%	i	-0.6%	-0.8	6%	1%

# Remaining list, next part:
SMILES	Akt phos inh	TGFb inhibitor	A549 tox	MmCpn inh	ATXN viability	Nrf2 ARE act	CCT chaperon mod	Nrf2 block	HepG2 viability
Cc1cc(C)c(NC(=O)c2ccccc2CCc2ccccc2)c(C)c1	i	?	-7%	3%	?	-0.1%	-2.0	?	-43%
CC(=O)N1c2ccc(S(=O)(=O)N3CCCCCC3)cc2CC1C(=O)NCc1cccc(C)c1 (stereo unspecified)	.	?	-9%	.	i	-0.8%	.	.	7%
Cc1cc(CSc2ccccc2)ccc1NC(=O)c1ccc(C)c([N+](=O)[O-])c1	i	-12%	6%	1%	?	-0.8%	-0.9	-21%	-32%
COC(=O)c1cccc(NC(=O)c2cccc([N+](=O)[O-])c2)c1	i	2%	-8%	1%	i	-0.6%	-3.4	4%	2%
O=C(NCC(c1ccco1)N1CCc2ccccc21)c1c(F)cccc1F (stereo unspecified)	i	-16%	1%	-1%	i	0.3%	-1.2	-3%	-6%
COc1cc(NC(=O)CSc2ncnc3scc(-c4ccccc4)c23)c(C(=O)O)cc1OC	i	2%	-1%	-2%	i	0.3%	-1.1	-9%	1%
CC(C)C(=O)Nc1ccc2nn(-c3ccccc3)nc2c1	i	0%	4%	1%	i	-0.5%	-2.6	?	8%
Cc1ccc(C)c(Cn2c(=O)c3c(nc4n3CCN4c3ccc(F)cc3)n(C)c2=O)c1	.	-3%	8%	.	.	0.2%	.	-1%	-1%

# Copied from the list.
# Result for COC(=O)c1cccc(NC(=O)c2cccc([N+](=O)[O-])c2)c1 under TGFb inhibitor: 2%
# Result for Cc1cc(C)c(NC(=O)c2ccccc2CCc2ccccc2)c(C)c1 under CCT chaperon mod: -2.0

# Further compounds follow.
SMILES	Akt phos inh	TGFb inhibitor	A549 tox	MmCpn inh	ATXN viability	Nrf2 ARE act	CCT chaperon mod	Nrf2 block	HepG2 viability
CCc1ccc(NC(=O)Cc2ccc(-n3cccc3)cc2)cc1	i	4%	0%	0%	i	0.6%	-1.3	3%	2%
Cc1ccc(N/C(N)=N/c2nc(CSc3ccccn3)cc(=O)[nH]2)c(C)c1	i	5%	4%	2%	i	0.1%	-1.1	?	-90%
COc1cccc(CCc2nnc(CCC(=O)NCCC3CCCCO3)o2)c1 (stereo unspecified)	i	13%	5%	0%	i	0.1%	-2.2	5%	8%
Cc1ccc(S(=O)(=O)N(C)c2c(C)ccc(S(=O)(=O)N3CCN(C=O)CC3)c2C)cc1	i	0%	1%	1%	i	0.2%	-1.4	8%	8%
O=C(c1cc2ccccc2oc1=O)N(c1ccc(Cl)cc1)C1C=CS(=O)(=O)C1 (stereo unspecified)	i	9%	7%	0%	i	24%[9.22 µM]	0.3	-4%	-2%
COc1ccc(CCNC(=O)C(=O)c2cn(CC(=O)N3CCOCC3)c3ccccc23)cc1OC	i	-22%	-2%	?	?	-0.4%	-1.4	2%	0%
Cc1n[nH]c(C)c1S(=O)(=O)NCCc1ccc(Cl)cc1	i	-17%	-2%	1%	i	-0.8%	-1.1	.	2%
CCOC(=O)CSc1nc(N)c(C(=O)Nc2ccc(N(C)C)cc2)s1	i	1%	1%	0%	i	-0.1%	2.0	?	-33%

# Gathered by group, the compounds so far containing a furan ring, fused or not.
SMILES	Akt phos inh	TGFb inhibitor	A549 tox	MmCpn inh	ATXN viability	Nrf2 ARE act	CCT chaperon mod	Nrf2 block	HepG2 viability
O=C(N/N=C/c1ccc([N+](=O)[O-])o1)c1cn(-c2ccccc2)nc1-c1ccc(F)cc1	i	2%	2%	-3%	?	5.1%	-6.2	7%	-18%
O=C(NCC(c1ccco1)N1CCc2ccccc21)c1c(F)cccc1F (stereo unspecified)	i	-16%	1%	-1%	i	0.3%	-1.2	-3%	-6%

# Next part.
SMILES	Akt phos inh	TGFb inhibitor	A549 tox	MmCpn inh	ATXN viability	Nrf2 ARE act	CCT chaperon mod	Nrf2 block	HepG2 viability
CN1CCN(c2cc(-c3cccc(C(=O)O)c3)nc3ccnn23)CC1	i	1%	.	.	i	0.0%[9.22 µM]	0.8	.	-5%
O=C(Nc1nccs1)c1ccc(-c2ccc(F)cc2)o1	i	-3%	0%	-2%	i	8.6%	-0.7	?	3%
c1ccc(CNc2ncnc3nc(N4CCOCC4)[nH]c23)cc1	.	-3%	9%	.	.	.	.	19%	-3%
C[C@H](CO)N1C[C@H](C)[C@@H](CN(C)S(=O)(=O)c2cccs2)Oc2c(NC(=O)C3CCCCC3)cccc2C1=O	i	6%	-6%	-1%	i	4.4%	0.6	-8%	-9%
N/C(=N\OC(=O)CCC1CCCC1)c1ccccn1	i	-1%	11%	1%	i	-0.1%	1.9	?	-23%
COc1ccc(S(=O)(=O)N2CCCCC2)cc1NC(=O)Cn1cnc2ccccc2c1=O	i	2%	9%	-5%	i	1.5%	2.3	4%	0%
CSc1ncnc2c1ncn2CCCN[C@H](C)c1cccc2ccccc12	i	-5%	.	.	i	3.8%	-1.1	.	-30%
CCOC(=O)c1c(-c2ccccc2)oc2cc(Br)c(OCc3ccccc3)cc12	.	0%	5%	.	i	0.1%	.	-5%	-17%
Cc1oc(-c2ccccc2)cc1C(N)=O	i	-1%	4%	-2%	i	6.0%	-4.0	-16%	-17%
Cn1c(CCNS(=O)(=O)c2ccccc2)nnc1SCc1cccnc1	i	30%	21%	0%	i	-0.7%	0.1	2%	-1%
Cc1ccc(C(=O)n2nc(-c3ccco3)nc2N)cc1	i	1%	0%	-23%	i	-2.7%	0.0	?	-4%
